Lamin A splicing: LMNA splicing modulation | HeLa LMNA splicing GFP/RFP minigene ratio, 48 h | 0.01% of 200,000 active | Potency, µM (series often up to 46.1 µM), for inactives: at the highest dose ratio change, negative = inhibition, hits mostly inhibitors; active means well fitted inhibition curve with a large enough effect in the signal ratio, with a control signal flat, not every such curve was filed as active; inconclusive means small, poorly fitted or top-dose-only effect, or effect the other way, or a change in a side signal; the % refers to the signal ratio; further: on the % scale 0 is the no-effect control and ±100 the full control effect
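S3 HeLa stable clones carrying a lamin A-EGFP splicing minigene plus DsRed2 were seeded at 600 cells/well in Opti-MEM with 2% FBS, pin-dosed and incubated 48 h at 37°C. Acumen cytometry (488 nm) gave the GFP/RFP total-intensity ratio.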
TRb-SRC2 inh: TRbeta-SRC2 interaction inhibition; P10828; TRbeta-SRC2 peptide binding, fluorescence polarization; receptor liganded with 1 µM T3; Potency, µM (doses to about 106 µM), without a hit: top-dose activity change, negative = inhibition, most hits filed as inhibitors; 0.065% of 280,000 active; AID 1469;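 further: plate controls were bound peptide for no effect and peptide without receptor for full effect; nearly all actives have a fitted effect of over 50% in size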
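Fluorescence polarization of 20 nM Texas Red SRC2 peptide with 0.6 uM human TRb ligand-binding domain, in Tris buffer with 1uM T3 and 5% DMSO. Incubated 5 hr ambient; normalized to unbound and bound controls.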
SMN2 splice enh: increases expression of the SMN2 splice variant; 2.8% of 210,000 active; Potency, µM (highest dose often 46.1 µM), without a hit: top-dose activity change, positive = activation, hits mostly activators; AID 1458; HEK293 SMN2-luciferase splicing reporter, luminescence, 30-36 h; further: % of control where 0% means no effect; nearly all actives have a fitted effect of over 55% in size
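qHTS luciferase splicing reporter: luminescence rises when SMN2 exon 7 is included in transfected HEK293 cells. Compound exposure lasted 30-36 h at 37C, with 4.5 mM final sodium butyrate as control, followed by a ONE-Glo read.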
ALDH1A1 block: blocks purified human ALDH1A1 activity; P00352; Purified ALDH1A1, NADH fluorescence, propionaldehyde substrate; Potency, µM (highest dose often 75.3 µM), for the others: at the highest dose activity, negative = inhibition, most hits filed as inhibitors; 7.3% of 220,000 active; AID 1030; active means well fitted inhibition curve with a large enough effect, not every such curve was filed as active; inconclusive means small, poorly fitted or top-dose-only effect, or another doubt; inactive means no such curve, though single readings can be large or run the other way;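 further: plate controls were no enzyme wells and a reference inhibitor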
GoLoco inh red: blocks human Gai1 binding to RGS12 GoLoco peptide, red readout | AID 880 | Potency, µM (titrated, usually from 61.6 µM), for the others: at the highest dose activity, negative = inhibition, actives largely listed as inhibitors | P63096 | Gai1:RGS12 GoLoco peptide FP, rhodamine, 10 min | 0.44% of 230,000 active; active means well fitted inhibition curve with a large enough effect, not every such curve was filed as active; inactive means no such curve, though single readings can be large or run the other way; further: on the % scale 0 is the no-effect control and ±100 the full control effect; nearly all actives have a fitted effect of over 30% in size; many of its hits are not listed in these tables
Target sequence (P63096 whole entry, looked up): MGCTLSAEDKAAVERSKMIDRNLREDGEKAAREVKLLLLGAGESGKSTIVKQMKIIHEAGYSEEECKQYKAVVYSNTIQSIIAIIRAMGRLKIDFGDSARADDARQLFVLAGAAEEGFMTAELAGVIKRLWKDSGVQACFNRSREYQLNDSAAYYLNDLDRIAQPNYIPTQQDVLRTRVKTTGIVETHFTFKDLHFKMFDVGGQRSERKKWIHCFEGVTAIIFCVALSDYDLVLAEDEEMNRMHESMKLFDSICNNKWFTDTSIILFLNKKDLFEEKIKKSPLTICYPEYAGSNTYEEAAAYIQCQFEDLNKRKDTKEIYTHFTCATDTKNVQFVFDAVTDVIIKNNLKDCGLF
JMJD2E inh: blocks human JMJD2E demethylase activity. Potency, µM (top dose mostly 57.1 µM), for the others: top-dose activity change, negative = inhibition, actives largely listed as inhibitors. B2RXH2. 1.6% of 230,000 active. JMJD2E catalytic domain, FDH-coupled NADH fluorescence (FDH is formaldehyde dehydrogenase); active means well fitted inhibition curve with a large enough effect, not every such curve was filed as active; inconclusive means small, poorly fitted or top-dose-only effect, or another doubt; inactive means no such curve, though single readings can be large or run the other way;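 further: 0% = wells with enzyme and -100% = buffer wells without enzyme; nearly all actives have a fitted effect of over 50% in size; many of its hits are not listed in these tables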
Target sequence (B2RXH2 1-337 limits assumed): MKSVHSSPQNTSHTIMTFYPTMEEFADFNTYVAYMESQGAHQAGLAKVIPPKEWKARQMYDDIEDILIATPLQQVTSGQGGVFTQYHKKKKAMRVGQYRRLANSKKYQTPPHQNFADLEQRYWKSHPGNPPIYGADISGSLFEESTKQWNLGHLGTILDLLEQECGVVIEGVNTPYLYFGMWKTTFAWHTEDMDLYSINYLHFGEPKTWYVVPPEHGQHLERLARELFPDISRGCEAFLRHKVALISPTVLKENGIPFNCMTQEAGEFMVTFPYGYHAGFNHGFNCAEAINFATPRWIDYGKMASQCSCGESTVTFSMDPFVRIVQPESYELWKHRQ
TR SRC2 fluor cs: counter-screen for TRb-SRC2 inhibitors: fluorescence interference | 0.29% of 280,000 active | TRb/SRC2 Texas Red total fluorescence interference | Potency, µM (series often up to 106 µM), without a hit: at the top dose fluorescence change, negative = quenching; active means well fitted curve in either direction with a large enough effect; inconclusive means small, poorly fitted or top-dose-only effect; further: on the % scale 0 is the no-effect control and ±100 the full control effect
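Human TRb ligand-binding domain at 0.6 uM with 20 nM Texas Red SRC2 peptide in Tris buffer containing 1 uM T3 and 5% DMSO, incubated with compound 5 h at ambient temperature. Total fluorescence (555/632 nm) calculated as parallel + 2 × perpendicular.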
RECQ1 inh: RECQ1 (human) helicase inhibition | RECQ1 DNA unwinding, red fluorescence kinetic read | P46063 | Potency, µM (series often up to 57.3 µM), for the others: at the top dose activity, negative = inhibition, most hits filed as inhibitors | 0.54% of 240,000 active | AID 2549;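 further: plate controls were vehicle for no effect and no enzyme for full effect; nearly all actives have a fitted effect of over 30% in size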
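RECQ1T1 50 nM; forked duplex (20 bp + 30-nt ss tails) 200 nM, ATP 2 mM final; pH 8.0, 2 mM MgCl2, 2.5 ug/ml poly(dI-dC); 15 min compound preincubation; discontinuous kinetic read over 2 h at RT.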
* hit, by the source's call; i = inactive; ? = inconclusive; · = no result given; & = joins results of further samples; ! = repeats disagree; [ ] = another dose, or the depositor's remark. Unless noted, the call rests on the fitted dose curve; in most records, active means well fitted curve in the direction sought with a large enough effect; inconclusive means small, poorly fitted or top-dose-only effect, or another doubt; inactive means no such curve, though single readings can be large; an effect the other way counts as inactive or inconclusive. Potency means the concentration at half of the fitted maximal effect. Only part of the results is shown; the hit share may differ from the screen's.

Value order: Lamin A splicing, TRb-SRC2 inh, SMN2 splice enh, ALDH1A1 block, GoLoco inh red, JMJD2E inh, TR SRC2 fluor cs, RECQ1 inh
COc1cc(C)cc(CN2CC=C(c3ccccc3)CC2)c1O
    -23%[46 µM], -13%, -22%, -53%, -10%, ?, 0%, -9%
Oc1c(Cl)c(Cl)c(Cl)c(Cl)c1Cl
    ?, 3%[201 µM], -13%&5%, 18µM*!, -1%&1%, 1%, -3%[201 µM], -1%&-2%
COC1=C[C@H]2C3=C([C@H]2C1=O)[C@H](NC(C)=O)CCc1cc(OC)c(OC)c(OC)c13
    -7%, 1%[53 µM], 3%[20.6 µM], 5%[20.9 µM], 7%[21.6 µM], 5%[25.5 µM], 1%[53 µM], -7%[25.9 µM]
COc1cc([C@@H]2c3cc4c(cc3[C@@H](OC)[C@H]3COC(=O)[C@H]23)OCO4)cc(OC)c1O
    ·, 5%, ·, ·, -17%, 4%, -4%, i
O=P(Nc1cccnc1)(Oc1ccccc1Cl)Oc1ccccc1Cl
    -18%, 1%, -14%, -8%, 13%, -5%, 0%, 3%
C[C@@H]1C2C[C@@]34COC(=O)C3=CC=C[C@H]4[C@@]13C[C@H](c1ccoc1)O[C@@H]3O2
    14%, -2%, -23%, 3%, 11%, -6%, -9%, -1%
CC/C(=C(\c1ccccc1)c1ccc(OCCN(C)C)cc1)c1ccc(O)cc1
    ·, -2%, -5%, ?, -13%, ·, -1%, -7%
CN(C)c1nc(N(C)C)nc(N(C#N)CCCl)n1
    ·, -3%, ·, 6.3µM*, -16%, -1%, 0%, 1%
O=C1CSC2(CN3CCC2CC3)N1 (stereo unspecified)
    7%, -2%, 5%, 13%, -13%, 1%, 4%, -1%
COc1ccc(C(O)P(=O)(OC(C)C)OC(C)C)cc1 (stereo unspecified)
    ·, 6%, ·, ·, 5%, -3%, -2%, 0%
CN(C)CCn1cnc2ccccc21
    ·, 7%, ·, ·, -3%, -2%, -1%, 4%
COc1ccc(CC2(CCc3ccncc3)C(=O)NC(=O)NC2=O)cc1
    ?, -2%, -10%, -2%, 5%, 6%, -2%, 15%
CCN1CCN(Cc2cc(Br)cc(Br)c2O)CC1
    5%, -25%, 3%, 3%, -11%, -25%, 1%, i
O=C1NC(=O)N(c2ccc3c(c2)OCO3)C(=O)/C1=C/c1cccs1
    ·, -4%, 10%, ?, 31%[activator], -26%, 5%, -3%
CC1CCCC(NC(=O)COC(=O)Cc2ccccc2)C1C (stereo unspecified)
    16%, -2%, -11%, -12%, 5%, 5%, -1%, -13%
COc1cc(CC2C(=O)N(C)C(=O)N(C)C2=O)ccc1OCc1ccccc1
    3%, 6%, 7%, ?, -1%, -7%, 2%, -7%
Cc1ccccc1NC1=NCC(C)S1 (stereo unspecified)
    ?, 5%, -6%, 2%, 2%, 11%, 0%, -4%
Cc1cc(OC(=O)N(C)C)n(-c2ccccc2)n1
    ·, 1%, ·, 1%, -9%, 13%, -1%, -8%
CC12C(=O)OC(=O)C1(C)C1CCC2O1 (stereo unspecified)
    ?, 7%&-1%&7%, -52%&-88%[inhibitor], -5%&-5%&5%, 2%&-1%&6%, ?, -16%&-1%&-1%, 5%
CC(=O)OC1C(=O)[C@]2(C)C(O)CC3OC[C@]3(OC(C)=O)C2[C@@H](OC(=O)c2ccccc2)[C@]2(O)CC(O)C(C)=C1C2(C)C (stereo partly specified)
    ?, -1%, ·, ?, 9%, ?, 3%, 2%
CCC(C)C1(CC)C(=O)NC(=O)N=C1N (stereo unspecified)
    -8%, 4%, 11%, -2%, 1%, 2%, -7%, -13%
CC[N+](C)(CC)CCCOC(=O)C(O)(c1ccccc1)C1CCCCC1 (stereo unspecified)
    3%, 5%, 1%, 2%, 6.3µM*, -1%, 0%, -2%
Cc1ccc(C2=NC(C)(C)N3C2C3c2ccc([N+](=O)[O-])cc2)cc1 (stereo unspecified)
    9%, -4%, -7%, -4%, 7%, 1%, -1%, -3%
C[C@H]1C[C@@H](C)C(=O)[C@@H]([C@H](O)CC2CC(=O)NC(=O)C2)C1
    ?, 2%, -93%[inhibitor][20.6 µM], -10%, 2%, 5%, -2%, -4%
NCCc1ccc(S(N)(=O)=O)cc1
    ·, 4%, 0%, 10%, 2%, 9%, -1%, 0%
CCOc1cc(CNCCc2c[nH]c3ccccc23)cc(Cl)c1OC
    -15%[46 µM], 0%, ·, 0%, 7%, -3%, 0%, -11%
CC[C@@]1(c2ccc(N)cc2)CCC(=O)NC1=O
    -12%, 2%, 7%[20.6 µM], 2%[20.9 µM], 2%[21.6 µM], 9%[25.5 µM], 1%, i
CN1CC(C(=O)c2ccc(Cl)cc2)C(c2ccc(N(C)C)cc2)C1 (stereo unspecified)
    ·, 0%, -10%, 10µM*, 7%, 6%, -3%, 19%
Nc1ccc(Oc2cccc(Oc3ccc(N)cc3)c2)cc1
    ·, 4%, -50%[inhibitor], ?, -1%, -1%, -5%, -4%
CCCCN1C(=O)NC(=O)C2(Cc3c(nc4c(C)cccn4c3=O)N3CCc4ccccc4C32)C1=O (stereo unspecified)
    5%, 4%, -44%[inhibitor], ?, 25%, ?, 1%, -1%
O=c1c2ccccc2nc(-c2ccccc2)n1-c1nccs1
    -1%, 0%, -7%, -8%, 0%, 4%, 1%, -2%
N#C/C(=C\c1ccc(O)c(O)c1)C(N)=S
    ·, 7%&-3%&11%, 1%&8%, 2.2µM*, 58%&41%&42%[activator], ?, -15%&1%&-6%, 5.6µM*!
CC(=O)C1CCC2C3CCC4CC(O)CCC4(C)C3CC(O)C12C (stereo unspecified)
    ·, -1%, -11%, 1%, 5%, 2%, 0%, -2%
CCC(C)N1CCN(C(=O)Cc2ccccc2)CC1 (stereo unspecified)
    -7%, 5%, 5%, -7%, -3%, ?, 2%, i
CCOC(=O)CN1C(=O)C2(C(C#N)=C(N)Oc3ccccc32)C(C(=O)OC)=C1C (stereo unspecified)
    4%, -8%, -7%, 7.9µM*, 2%, 12%, -4%, i
O=C1/C(=C\c2cc3c(cc2Cl)OCO3)N2CCC1CC2
    -13%, 8%, -1%[1.84 µM], -10%, -15%, 8%, -1%, -2%
c1ccc(Cc2nn3c(Cn4cnc5ccccc54)nnc3s2)cc1
    -18%, -10%, -70%[inhibitor], 2.2µM*, -29%, 3%, 1%, -4%
COc1ccc(C(C)=O)cc1CC(C(=O)c1ccc(C)cc1)N(C)C (stereo unspecified)
    -11%, -4%, 9%, 4%, 11%, 2%, 1%, -6%
CCCCC/C=C\C/C=C\C/C=C\C/C=C\CCCCOC(CO)CO
    ·, -22%, ·, ?, 0%, ·, -2%, -9%
O=[N+]([O-])c1c(Cl)c(Cl)cc(Cl)c1Cl
    ·, 1%, -2%, -5%, 4%, ·, -2%, 5%
CN(C)C1(c2nnnn2-c2ccc(Cl)cc2)CCCCC1
    6%, 7%, -10%, -5%, -6%, 5%, 2%, -4%
CCCCC/C=C\C/C=C\C/C=C\CCCCCCC(=O)NCCO
    ·, -1%&0%&-2%, -12%&0%&-1%, 1%&-7%&-1%, 1%&4%&4%, -8%&-9%, -2%&0%&-1%, 1%&-5%&-3%
c1cncc(C2CC(c3cccs3)n3ncnc3N2)c1 (stereo unspecified)
    6%, -7%, 18%, 11%, 2%, -19%, -3%, 0%
O=c1[nH]c(O)c(N=Nc2ccc3c(c2)OCCO3)c(=O)[nH]1
    ·, -1%, -88%[inhibitor], -7%, 12%, -2%, -4%, 0%
CCOP(=O)(OCC)C(Nc1cccc(C(F)(F)F)c1)c1ccc(Br)cc1 (stereo unspecified)
    ?, 3%, -24%, 5%, -17%, 8%, -20%, -5%
C=CCN1CCC23c4c5ccc(O)c4O[C@H]2C(=O)CC[C@@]3(O)C1C5 (stereo partly specified)
    ?, 0%&8%, -3%&0%, -7%&4%, -3%&8%, 3%, -1%&-2%, -3%&16%
Nn1cnnc1
    ·, -1%, 0%, 12%, 14%, ·, -1%, -2%
CCCCCCCSc1cc(OC)c(CCNC)cc1OC
    ?, 1%, -8%, 6%, 7%, -1%, -2%, -1%
CCCCn1c(=O)c(C(=O)NCc2ccco2)c(O)c2ccccc21
    ·, -6%, ·, ?, 4%, -8%, 0%, 2%
O=C1NC(=O)C2(Cc3ccccc3N3CCCC32)C(=O)N1c1ccc(Cl)cc1 (stereo unspecified)
    ?, -6%, ·, ?, 9%, 25µM*, 1%, -15%
CC(C)OC(=O)C1C2c3ccccc3C(c3ccccc32)C1C(=O)O (stereo unspecified)
    -11%[46 µM], -7%, ·, -13%, 2%, -26%, -5%, 5%
CCCC1(CCC)C(=O)NC(=Nc2ccccc2)NC1=O
    4%, 0%, -1%, 7%, 1%, 4%, -9%, -7%

An excerpt from above in order of molar mass, rising:
Value order: Lamin A splicing, TRb-SRC2 inh, SMN2 splice enh, ALDH1A1 block, GoLoco inh red, JMJD2E inh, TR SRC2 fluor cs, RECQ1 inh
O=C1CSC2(CN3CCC2CC3)N1 (stereo unspecified)
    7%, -2%, 5%, 13%, -13%, 1%, 4%, -1%
COc1ccc(CC2(CCc3ccncc3)C(=O)NC(=O)NC2=O)cc1
    ?, -2%, -10%, -2%, 5%, 6%, -2%, 15%
O=P(Nc1cccnc1)(Oc1ccccc1Cl)Oc1ccccc1Cl
    -18%, 1%, -14%, -8%, 13%, -5%, 0%, 3%

Single entries from the entries so far:
CCCC1(CCC)C(=O)NC(=Nc2ccccc2)NC1=O in RECQ1 inh reads -7%
O=C1/C(=C\c2cc3c(cc2Cl)OCO3)N2CCC1CC2 in SMN2 splice enh reads -1%[1.84 µM]
CCC(C)N1CCN(C(=O)Cc2ccccc2)CC1 (stereo unspecified) in TR SRC2 fluor cs reads 2%
